# Pol eta inh: DNA polymerase eta (human) inhibition. Potency, µM (doses to about 114 µM), for inactives: at the top dose activity change, negative = inhibition, actives largely listed as inhibitors. Q9Y253. AID 588591. actives 1.2% (n = 390,000). recombinant Pol eta, fluorescent DNA replication assay; further: potency means the concentration at half of the fitted maximal effect; on the % scale 0 is the no-effect control and ±100 the full control effect
#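 Pol eta at 10 nM preincubated with compounds 15 min at room temperature; reaction started with fluorescent substrate (50 nM final) and read kinetically at 0 and 10 min.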
# Apoferritin bind: binds horse apoferritin like a general anesthetic. Potency, µM (doses to about 77.5 µM), without a hit: top-dose activity change, negative = displacement, usual class: inhibitors. P02791. apoferritin/1-aminoanthracene competitive binding, fluorescence. actives 0.074% (n = 350,000); further: potency means the concentration at half of the fitted maximal effect; on the % scale 0 is the no-effect control and ±100 the full control effect; nearly all actives have a fitted effect of over 20% in size
# Target sequence (P02791 2-175 limits assumed): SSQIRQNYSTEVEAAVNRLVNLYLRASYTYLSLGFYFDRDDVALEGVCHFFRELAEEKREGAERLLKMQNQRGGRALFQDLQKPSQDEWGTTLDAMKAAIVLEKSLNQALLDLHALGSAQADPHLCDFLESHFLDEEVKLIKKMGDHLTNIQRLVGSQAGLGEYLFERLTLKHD
#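 Horse-spleen apoferritin (10 uM) was mixed with 50% saturated 1-aminoanthracene in PBS, exposed to compounds for 10 min at room temperature, and read for fluorescence (ex 380 nm, em 535 nm). Competitive displacement was fitted with a four-parameter Hill equation.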
# POLI inh: inhibitors of human DNA polymerase iota | Potency, µM (series often up to 115 µM), inactives show top-dose activity, negative = inhibition, most hits filed as inhibitors | actives 1% (n = 390,000) | Q9UNA4 | Pol iota fluorescent replication assay, 10 min; further: potency means the concentration at half of the fitted maximal effect
#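 Pol iota at 10 nM preincubated 15 min with compounds at room temperature; reaction started with fluorescent substrate, 50 nM final. Fluorescence read kinetically at 0 and 10 min; buffer-only wells as negative control.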
# APE1 inh: APE1 (human) endonuclease inhibition; P27695; recombinant APE1, TAMRA/BHQ-2 abasic DNA cleavage fluorescence; AID 2517; actives 0.35% (n = 350,000); Potency, µM (doses to about 65.8 µM), for inactives: at the top dose activity change, negative = inhibition, usual class: inhibitors;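 further: potency means the concentration at half of the fitted maximal effect; plate controls were vehicle for no effect and reference inhibitor for full effect; nearly all actives have a fitted effect of over 55% in size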
# Target sequence (P27695 whole entry, looked up): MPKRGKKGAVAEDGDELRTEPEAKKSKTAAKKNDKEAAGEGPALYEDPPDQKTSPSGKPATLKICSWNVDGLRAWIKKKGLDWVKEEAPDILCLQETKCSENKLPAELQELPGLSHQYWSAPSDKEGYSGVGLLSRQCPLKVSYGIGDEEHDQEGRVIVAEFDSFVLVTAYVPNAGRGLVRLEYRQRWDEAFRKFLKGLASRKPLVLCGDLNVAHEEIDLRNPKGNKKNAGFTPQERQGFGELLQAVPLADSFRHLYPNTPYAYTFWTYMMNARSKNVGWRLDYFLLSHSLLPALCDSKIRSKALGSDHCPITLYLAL
#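 APE1 at 0.75 nM final was preincubated with compound 15 min at room temperature, then 50 nM double-stranded THF abasic-site substrate (5'-TAMRA/3'-BHQ-2) was added. Fluorescence (ex 525/em 598 nm) was read kinetically; third-minus-first read gave activity.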
# BLM helicase inh: inhibitors of human Bloom syndrome helicase BLM; AID 2528; Potency, µM (doses to about 56.1 µM), for the others: at the highest dose activity change, negative = inhibition, hits mostly inhibitors; actives 0.2% (n = 350,000); recombinant BLM DNA unwinding, fluorescence dequenching; P54132;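 further: potency means the concentration at half of the fitted maximal effect; plate controls were vehicle for no effect and no enzyme for full effect; nearly all actives have a fitted effect of over 35% in size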
# LDHA block: inhibitors of human lactate dehydrogenase A | P00338 | activity change, % (values are at about 110 or 230 µM) | purified LDHA, NADH/diaphorase-resazurin fluorescence; stronger effect = lower value | actives 0.15% (n = 480,000); in the data active means activity change below about -30%; inconclusive means mostly about -25% to -30%;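 further: plate controls were DMSO wells for no effect and wells without enzyme for full effect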
#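 Enzyme activity of human lactate dehydrogenase 5 (2 nM; 0.06 mM NADH, 0.2 mM pyruvate, 5 min, RT) is measured via a resazurin/diaphorase fluorescence readout of residual NADH.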
# POLK inh: DNA polymerase kappa (human) inhibition; purified Pol kappa, fluorescent DNA synthesis assay, 10 min; Potency, µM (doses to about 107 µM), without a hit: at the highest dose activity, negative = inhibition, hits mostly inhibitors; Q9UBT6; actives 0.53% (n = 400,000); further: potency means the concentration at half of the fitted maximal effect; on the % scale 0 is the no-effect control and ±100 the full control effect
#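 Fluorescent qHTS in 1536-well format: enzyme (10 nM) and compound sat 15 min at room temperature before 50 nM substrate (final) was added. Signal taken at 0 and 10 min; no-enzyme buffer wells were negative controls.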
# POLB inh: blocks human DNA polymerase beta activity | actives 1.3% (n = 340,000) | Potency, µM (series often up to 114 µM), for inactives: at the top dose activity change, negative = inhibition, actives largely listed as inhibitors | P06746 | Pol beta primer extension/strand displacement, fluorescence kinetic; further: potency means the concentration at half of the fitted maximal effect; on the % scale 0 is the no-effect control and ±100 the full control effect
#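 Reaction started by 50 nM substrate onto compound-treated Pol beta (10 nM, 15 min preincubation, room temperature); plates read at 0 min and 10 min. Normalized concentration-effect data fitted by four-parameter Hill equation.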
# GRP78 ERSR act: ER stress response induction in glioma. AID 602332. actives 0.02% (n = 420,000). U87-MG GRP78 promoter luciferase reporter, 16 h. Potency, µM, for inactives: at the top dose activation, most hits filed as activators; further: potency means the concentration at half of the fitted maximal effect; series mostly up to about 76 µM; % of control where 0% means no effect; nearly all actives have a fitted effect of over 35% in size
#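 Stably transfected U87-MG glioma cells carrying a GRP78-based luciferase sensor; 16 h compound incubation. Luminescence end-point read 10 min after Bright-Glo addition at room temperature.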
# Starred values were filed as active, the others as inactive; ? = inconclusive; nt = not tested or not shown; & = joins results of further samples; [ ] = dose if it differs, or a comment. Unless noted, the call rests on the fitted dose curve; in most records, active means well fitted curve in the direction sought with a large enough effect; inconclusive means small, poorly fitted or top-dose-only effect, or another doubt; inactive means no such curve, though single readings can be large; an effect the other way counts as inactive or inconclusive. An excerpt; the hit share may differ from the screen's.
Molecule | Pol eta inh | Apoferritin bind | POLI inh | APE1 inh | BLM helicase inh | LDHA block | POLK inh | POLB inh | GRP78 ERSR act
CCN(CC(=O)Nc1ccc2c(c1)OCCO2)C(=O)/C=C/c1ccc(OC)cc1OC | -3% | -8% | 15% | 52%[activator] | 1% | -7 | -1% | 13% | 2%
Cc1ccc2c(c1)c1ncn(Cc3ccc(F)cc3)c(=O)c1n2C | -21% | -3% | 23% | -3% | -7% | -5 | -1% | 0% | -3%
COc1ccc(NC(=O)C(C)Oc2ccc(/C(C)=N\O)cc2)cc1 (stereo not given) | -9% | 3% | -7% | 16% | -5% | 2 | 7% | 23% | 1%
C=CCn1c(C)cc(-c2csc(NC(=O)C3=COCCO3)n2)c1C | -20% | nt | ? | 11% | nt | -1 | -1% | nt | -1%
O=C(/C=C/c1ccco1)c1ccc(NC(=O)C23CC4CC(CC(C4)C2)C3)cc1 | 10µM* | ? | ? | 0% | ? | -3 | ? | 7.1µM* | -5%
CCCc1nc(N)c(C#N)c(-c2cccnc2)c1CC | -8% | -5% | -4% | -3% | 0% | -5 | -7% | 25% | -3%
Nc1nc(-c2ccc3c(c2)NC(=O)CO3)cs1 | -6% | -12% | ? | -7% | 0% | -2 | -12% | -16% | -2%
COc1ccccc1NC(=O)CSc1nnc(-c2ccccc2C)o1 | nt | 0% | 19% | nt | -6% | -2 | 5% | -6% | nt
COc1cc(OC)cc(C(=O)Nc2ccc(-c3nc4ccccc4s3)c(C)c2)c1 | -10% | -3% | 15% | nt | 0% | -1 | 5%[60.1 µM] | 9% | -1%
O=C(Nc1ccc(S(=O)(=O)N2CCCCC2)cc1)c1ccncc1 | -7% | ? | -8% | -5% | -2% | 0 | 1% | 1% | -4%
O=C(Cc1ccsc1)Nc1ccccc1F | -20% | -19% | 26% | 46%[activator] | 0% | -4 | -3% | ? | 3%
Cc1cc(C)nc(NC(=O)CN2C(=O)c3ccccc3S2(=O)=O)n1 | -17% | nt | 18% | 51% | nt | -3 | -9% | nt | -1%
COc1cc(NC(=O)CSc2ncnc3c2cnn3Cc2ccccc2)cc(OC)c1 | -7% | -12% | -6% | -7% | -6% | -6 | 5% | -26% | 0%
Cc1ccc(C(=O)NCC(=O)OCC(=O)Nc2ncc(C(F)(F)F)cc2Cl)cc1 | -16% | -11% | 62%[activator] | -4% | -3% | 2 | -7% | -7% | -2%
C/C=C/CSc1nc2c(c(=O)[nH]c(=O)n2C)n1C(C)C | -11% | -16% | 6% | 4% | -1% | -7 | -5% | 19% | -4%
Cn1c(CNC(=O)c2cccs2)n[nH]c1=S | -5% | -2% | 22% | 4% | -1% | 1 | 1% | 106% | -4%
COC(=O)C1=CO[C@@H](C)[C@H]2CN3CCc4c([nH]c5ccccc45)[C@@H]3C[C@H]12 | -1% | -8%&1%[29.3 µM] | -1% | -5% | -10%&-4%[21.4 µM] | -6 | -11% | nt | -4%&-3%&-4%
CCC(C)N(C(=O)CSc1ncnc2sccc12)C1CCS(=O)(=O)C1 (stereo not given) | -14% | nt | 2% | 27% | nt | -7 | 0% | nt | -1%
Cc1cc(C)c(S(=O)(=O)NCCn2ccc3ccccc32)c(C)c1 | -18% | -16% | 4% | -1% | -10% | 1 | 0% | -18% | 20%
CC1CN(c2nc3ccccc3nc2NS(=O)(=O)c2ccccc2)CC(C)O1 (stereo not given) | -7% | nt | -18% | 8% | nt | -7 | -8% | nt | -1%
CCOC(=O)C1(CCc2ccccc2)CCN(Cc2ccccn2)CC1 | -22% | -12% | 40%[activator] | -2% | -6% | 2 | 4% | -18% | 4%
Cc1ccc(NC(=O)c2cc(S(=O)(=O)N3CCCCC3)c[nH]2)cc1N(C)C | -3% | 1% | 16% | nt | -1% | 1 | 1% | -19% | -4%
COc1ccccc1C(=O)NCCC(=O)NNC(=O)Cn1ccc(C(F)(F)F)n1 | -9% | nt | 1% | 5% | nt | -4 | -4% | nt | -2%
CCOc1ccc(Cn2nnc(C(=O)Nc3ccc(Cl)cc3)c2N)cc1 | -14% | 3% | 54%[activator] | nt | 1% | 5 | 0% | 23% | -2%
COc1ccccc1N(CN1C(=O)c2ccccc2C1=O)C(=O)c1cccc(C)c1 | -7% | -7% | 3% | 3% | 3% | -4 | -5% | 42% | -3%
Cn1c(=O)c(NC(=O)c2ccccc2)c2n(c1=S)CCCCC2 | 5% | -1% | 16% | 0% | -3% | -6 | -15% | 1% | -4%
COc1ccc(/C=N/Nc2nc(Nc3ccccc3)nc(N3CCCC3)n2)cc1 | -7% | -10% | 83%[activator] | ? | -3% | -5 | 0% | 12% | -3%
CSc1ccc(C(=O)c2[nH]c(=O)[nH]c2C)cc1 | 2% | nt | -13% | -4%&-2% | nt | -3 | -25%[60.1 µM] | 18%[57.1 µM] | 1%&-2%&-1%
Fc1cccc(/C=N/Nc2nccnc2Cl)c1 | -8% | 25% | 7% | 48%[activator] | -2% | -6 | -3% | 7% | -5%
Cc1cccc(NS(=O)(=O)c2c(C(=O)N3CCCC3)c(C)n(C)c2C)c1 | 11% | 7% | 12% | 1% | 0% | -2 | -20% | 3% | 4%
CCn1c(SCC(=O)N/N=C/C=C/c2ccccc2[N+](=O)[O-])nnc1-c1ccc(Cl)cc1 | nt | -11% | nt | 0% | 4% | nt | nt | 0% | nt
N#Cc1ccsc1NC(=O)CN1CCOCC1 | -29% | 7% | ? | 14% | -9% | -4 | -42% | 12% | -5%
Cc1ccc(C2C=C(c3ccccc3)Nc3nc(NS(C)(=O)=O)nn32)cc1 (stereo not given) | -10% | 487%[activator] | -4% | nt | 3% | -6 | -7% | ? | -4%
O=C(NC1CCCC1)C(c1ccncc1)N(C(=O)c1csnn1)c1ccccc1 (stereo not given) | -12% | 3% | 99%[activator] | -12% | -6% | -11 | -17% | 63% | -6%
Nc1nc(N)n(-c2ccccc2)c(=Nc2ccccc2)n1 | -10% | -11% | 7% | 17% | 3% | 1 | 5% | 35% | -2%
O=[N+]([O-])c1ccc(N2CCN(c3ccccn3)CC2)c(Cl)c1 | -16% | -15% | 98%[activator] | 5% | -5% | -6 | 1% | 29% | 4%
CCOc1ccc2nc(SCC(=O)c3cccs3)sc2c1 | -10% | -21% | 12% | -9% | -15% | -3 | -5% | -12% | 3%
O=C(NCc1ccncc1)c1cc(S(=O)(=O)N2CCOCC2)c(Cl)cc1Cl | -16% | nt | 24% | 11% | nt | -6 | -4% | nt | -4%
CCc1ccccc1NC(=O)CNC(=O)c1ccc(OCc2cn3ccccc3n2)cc1 | -20% | nt | 45µM* | -14% | nt | -2 | -28% | nt | -4%
CCN1CCN(CCCNC(=O)CCC(=O)N2CC(C)Oc3ccc(C)cc32)CC1 (stereo not given) | -3% | -8% | 13% | 43% | 1% | -1 | 9% | -6% | -1%
CC(=O)OCC(=O)Nc1ccc(N=Nc2ccccc2)cc1 | -20% | -9% | 87%[activator] | -1% | -1% | -2 | -13% | -18% | -2%
Nc1cc(S(=O)(=O)C(F)(F)F)ccc1C(=O)O | 1% | -19% | 0% | 3% | 1% | 0 | -5% | -1% | 2%
CCCNC(=O)C(Cc1ccc(I)cc1)NC(=O)C1CC1 (stereo not given) | -8% | nt | 21% | 49%[activator] | nt | 2 | 9% | nt | 1%
Cc1cccc(OCC(=O)Nc2ccc3oc(-c4ccccc4F)nc3c2)c1 | nt | -2% | ? | nt | -4% | -8 | -2% | -5% | nt
COc1ccc(NC(=O)CN(C)S(=O)(=O)c2ccc(Cl)cc2)cc1Cl | 3% | -17% | 6% | -5% | -2% | -16 | -10% | 14% | -2%
COc1cc(NC(=O)CN2C(=O)CSc3ccc(S(=O)(=O)N4CCCC4)cc32)cc(OC)c1 | -5% | -9% | -9% | 30% | -7% | -12 | -1% | 0% | -3%
COc1ccc(OCC(=O)Nc2cc(-c3cccc(Cl)c3)nn2-c2ccccc2)cc1 | -6% | -4% | -4% | nt | -4% | -4 | -1%[60.1 µM] | -19% | 0%
CCc1nnc2sc(-c3ccc(NC(=O)CSc4ccc(Cl)cc4)cc3)nn12 | -14% | nt | -3% | nt | nt | -1 | 0% | nt | -6%
O=C(c1cccc(F)c1)N1CCC2(CC1)CN(c1ccccn1)C2 | nt | nt | nt | 7% | 3% | nt | -12%[60.1 µM] | nt | -2%
Nc1cc(=O)[nH]c2ncnn12 | -12% | nt | 6% | nt | nt | 0 | -8% | nt | -3%
C[C@H]1COC(=O)CCC/C=C\C[C@H](CC(=O)N(CCO)Cc2ccccc2)C(=O)N1 | -1% | nt | 3% | -7% | nt | -2 | 7% | nt | -2%
CC(C)CN(C(=O)c1cccc(S(=O)(=O)N2CCN(Cc3ccccc3)CC2)c1)C1CCS(=O)(=O)C1 (stereo not given) | -5% | nt | 60%[activator] | -16% | nt | 2 | -18% | nt | -6%
Cc1ccc(C(=O)N2CCCC(Nc3ccc(C(C)C)cc3)C2)cn1 (stereo not given) | -9% | -13% | 24% | -4% | -1% | -1 | 8% | 0% | 5%
O=C(Nc1ccc(S(=O)(=O)N2CCCCC2c2cccnc2)cc1)c1ccccc1F (stereo not given) | -14% | -18% | 4% | 1% | -8% | -4 | -4% | -2% | -4%
CC1CCCC(C)N1CCCNC(=O)Cn1cc2c(n1)CCCC2 (stereo not given) | -2% | -3% | 11% | 6% | 5% | -2 | -10% | 52% | 0%
Cc1cccc(/C=C/C(=O)c2ccc(NC3=NCCCS3)cc2)c1 | -7% | ? | ? | -2% | -7% | -2 | -10% | 4% | -6%
CC(=O)NCCNc1nc(-c2c(C)noc2C)nc2ccccc12 | nt | nt | nt | -4% | 4% | nt | 3%[60.1 µM] | nt | 0%
COc1ccc2[nH]cc(C(=O)N3CCCCC3)c(=O)c2c1 | -13% | -6% | 19% | 18% | -3% | -3 | -7% | 16% | -3%
Cc1ccc(Nc2nnc(SCC(=O)Nc3cccc(S(=O)(=O)N4CCCCC4)c3)s2)cc1 | -19% | ? | -7% | 3% | -7% | 0 | -17% | -13% | 2%
O=c1c([N+](=O)[O-])cccn1Cc1ccccc1Cl | -26% | ? | 16% | 0% | -12% | -4 | 0% | 11% | -5%
CC(C)=NNc1nc(-c2ccccc2)cs1 | -23% | -11% | -2% | 6% | 5% | -4 | -13% | 21% | 3%
